NPY-Y1 PAM-ag = potentiates or activates human NPY-Y1 receptor | P25929 | hit rate 0.37% among 220,000 | AID 1304 | NPY-Y1 expressing cells, potentiator/agonist activation | activation, % at 3.6 µM; in the data active = activation above about 33%, passing the limit was not always enough;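 note: cells stimulated with NPY at EC10 then isoproterenol at EC100; 0% = low agonist plus stimulus and 100% = saturating agonist plus stimulus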
Target sequence (P25929 whole entry, looked up): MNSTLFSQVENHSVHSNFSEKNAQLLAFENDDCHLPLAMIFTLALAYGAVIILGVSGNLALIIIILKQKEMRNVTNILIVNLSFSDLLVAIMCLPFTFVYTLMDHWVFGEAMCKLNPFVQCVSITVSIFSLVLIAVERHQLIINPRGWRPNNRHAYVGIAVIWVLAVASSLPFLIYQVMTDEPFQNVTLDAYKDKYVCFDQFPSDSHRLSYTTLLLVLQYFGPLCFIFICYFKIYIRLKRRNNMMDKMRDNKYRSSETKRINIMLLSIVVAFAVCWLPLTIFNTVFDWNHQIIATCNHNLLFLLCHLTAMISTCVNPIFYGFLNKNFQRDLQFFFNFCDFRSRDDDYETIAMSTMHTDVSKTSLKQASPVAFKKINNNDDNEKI
S1P4 ag = human S1P4 receptor agonism | AID 1509 | hit rate 0.35% among 220,000 | O95977 | activation, % at 4.98 µM | S1P4-expressing cell line, agonist reporter assay; in the data active = activation above about 11%;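 note: 0% = DMSO vehicle and 100% = reference agonist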
p47phox inh = inhibitors of human p47phox binding; p47phox/p22phox peptide binding, fluorescence polarization, 2 h; P14598; AID 1274; inhibition, % at 24.7 µM; hit rate 0.53% among 220,000;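 active = inhibition above about 30%, limit read from the data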;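 note: 0% = p47phox with labelled peptide and 100% = labelled peptide alone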
Target sequence (P14598 whole entry, looked up): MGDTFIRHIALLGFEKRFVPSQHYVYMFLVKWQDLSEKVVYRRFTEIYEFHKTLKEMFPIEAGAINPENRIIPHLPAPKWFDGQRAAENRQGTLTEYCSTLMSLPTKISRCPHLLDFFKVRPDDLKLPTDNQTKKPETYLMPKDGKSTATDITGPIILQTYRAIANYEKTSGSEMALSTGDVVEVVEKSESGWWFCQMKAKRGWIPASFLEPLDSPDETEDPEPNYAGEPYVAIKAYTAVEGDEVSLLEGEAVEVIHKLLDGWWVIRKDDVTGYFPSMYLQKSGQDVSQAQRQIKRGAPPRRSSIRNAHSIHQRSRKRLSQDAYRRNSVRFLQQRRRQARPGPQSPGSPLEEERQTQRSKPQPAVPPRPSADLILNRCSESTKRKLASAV
Ba/F3 V617F tox = reduce viability of Ba/F3 cells dependent on JAK2V617F; inhibition, % at 5.6 µM; Ba/F3 EpoR-JAK2V617F viability, ATP luminescence; hit rate 1.1% among 220,000; AID 1446;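 active = inhibition above the campaign mean plus 3 SD over all tested compounds, cut at about 24% in these data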;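 note: cytokine-independent growth of Ba/F3 cells driven by EpoR plus mutant JAK2; 0% = DMSO-treated cells and 100% = JAK inhibitor I control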
NPY2 pot ag = potentiators or agonists of human neuropeptide Y receptor Y2; activation, % at 3.6 µM; P49146; cells expressing NPY-Y2, potentiator/agonist read-out; hit rate 0.45% among 220,000; in the data active = activation above about 27%;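 note: cells stimulated with NPY near EC25 plus isoproterenol at EC100; 0% = vehicle plus submaximal agonist and 100% = vehicle plus saturating agonist; some results beyond the cut were filed as inactive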
CHOP inhibitor = blocks CHOP induction under ER stress. CHO-K1 CHOP-promoter luciferase, tunicamycin-induced, 15-18 h. inhibition, % at 10 µM. hit rate 3.8% among 220,000;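 active = compounds that reduced the stress-induced luciferase reporter signal by more than about 70% of percent inhibition, limit read from the data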;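 note: 0% = tunicamycin plus vehicle and 100% = wells without tunicamycin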
BaF3 parental = parental Ba/F3 viability inhibition as JAK2V617F counter-screen; inhibition, % at 5.6 µM; hit rate 1.1% among 220,000; CellTiter-Glo ATP luminescence;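 active = inhibition above a per-campaign cutoff, the mean inhibition of all tested compounds plus 3 SD, cut at about 27% in these data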;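 note: 0% = DMSO wells and 100% = JAK Inhibitor I control wells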
S1P4 antag = antagonists of human S1P4 receptor; O95977; S1P4-expressing cells, antagonist mode, reporter read-out; inhibition, % at 4.98 µM; hit rate 0.26% among 220,000; AID 1510; in the data active = inhibition above about 29%;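 note: 0% = wells stimulated with agonist and 100% = vehicle wells without agonist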
NPY-Y1 antag = blocks the human neuropeptide Y Y1 receptor; HEK293-CNG Y1 cells, membrane potential fluorescence; NPY at EC95, then isoproterenol; AID 1040; P25929; inhibition, % at 3.6 µM; hit rate 1% among 200,000;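 active = inhibition above the campaign mean inhibition of all tested compounds plus 3 SD, cut at about 20% in these data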;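 note: 0% = DMSO wells given NPY plus isoproterenol and 100% = isoproterenol alone without NPY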
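Material: Y1- and CNG-channel-expressing HEK293 cells / Probe or stimulus: NPY 25 nM then isoproterenol 1 µM plus Ro 20-1724 25 µM / Doses: 3.6 µM single dose, DMSO 0.4% / Schedule: compound incubation 1 h at room temperature, readout 45 min post-stimulation / Signal: membrane potential fluorescence / Benchmarks: isoproterenol-only wells as full block versus NPY-plus-isoproterenol wells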
Starred values were filed as active, the others as inactive; · = no result given. Compounds were not picked by outcome, and some 7.1% of all compounds hit somewhere here.

SMILES	NPY-Y1 PAM-ag	S1P4 ag	p47phox inh	Ba/F3 V617F tox	NPY2 pot ag	CHOP inhibitor	BaF3 parental	S1P4 antag	NPY-Y1 antag
CCC(=O)N(Cc1ccco1)c1nc(-c2ccc(OC)cc2)cs1	-31.5	3.2	2.7	1.6	-7.0	0.2	3.8	1.9	8.3
Nc1cnc(Nc2ccc(Br)cc2)nc1N	20.8	1.5	-19.4	-3.1	21.8	1.3	2.2	1.5	·
CCCCN(C)C(=S)Nc1ccc(Oc2ccccc2)cc1	37.4	0.7	7.2	-3.0	-6.2	4.2	4.8	-1.4	-3.0
COC(=O)C1(c2ccccc2)NC(c2cccs2)C2C(=O)N(c3ccccc3)C(=O)C21 (stereo not given)	-5.7	3.8	-21.7	-3.8	0.9	2.0	-1.1	-20.6	-5.7
COC(=O)C12CC3CC(C1)CC(n1cnc(Cl)n1)(C3)C2	8.5	-0.4	6.7	-5.2	14.3	8.2	1.3	7.5	2.1
COc1ccc2[nH]c(C(=O)NCc3ccccc3)cc2c1	3.2	0.5	3.9	-2.5	6.4	2.1	1.7	-0.4	·
CC1CCN(S(=O)(=O)N2CCC(C(=O)NC3CCCC3)CC2)CC1	13.0	3.0	-1.6	-1.4	2.4	17.3	1.8	-20.0	2.0
CCOc1cc(CNCc2cccs2)ccc1OCC(=O)NC(C)(C)C	-6.6	2.4	-0.1	-3.8	-9.7	18.0	2.1	-13.3	8.1
Cc1cc(C(=O)COC(=O)Cn2cnc3c2c(=O)n(C)c(=O)n3C)c(C)n1C	-8.0	2.5	-2.9	-3.8	-2.0	10.9	-1.8	-3.4	-1.6
COc1cccc(C2Cc3ccccc3C(=O)O2)c1 (stereo not given)	9.4	2.2	-9.8	-0.6	6.2	11.2	7.4	-20.0	-2.1
COc1ccccc1/C=C(/CC(=O)NCc1ccc(F)cc1)c1nc2ccccc2s1	9.5	63.1*	-31.8	-1.6	8.4	7.7	3.4	11.6	5.2
COc1cc(/C=C(\NC(C)=O)C(=O)Nc2ccc(NC(C)=O)cc2)ccc1OC(C)=O	0.5	-1.2	4.5	4.6	-0.3	22.9	9.7	13.7	-1.0
Cc1nc2ccccn2c1C(=O)NNS(=O)(=O)c1ccc(C(C)(C)C)cc1	18.3	1.6	-0.1	5.4	5.7	47.2	3.9	-10.6	4.2
CCOC(=O)C1(C)/C(=N/Nc2ccccc2OC)C(=O)C(=O)N1c1ccccc1 (stereo not given)	27.2	1.6	-16.2	-1.9	18.1	16.8	4.6	-15.9	4.4
CCCSc1nnc(CN2CCOCC2)n1C	-7.3	1.9	-11.2	-1.1	8.6	38.2	5.5	-7.0	1.6
Cc1ccc(C(C(=O)NC2CCCCC2)N(CC2CCCO2)C(=O)CNC(=O)c2cccs2)cc1 (stereo not given)	9.1	-0.1	-6.9	-0.8	-14.5	5.3	5.0	-0.2	7.2
Nc1nc(SCC(=O)Nc2ccc(Br)cc2F)n[nH]1	-4.5	-0.2	-10.6	-0.1	-0.2	7.8	3.7	1.6	-3.0
O=C(COC(=O)C12CC3CC(CC(C3)C1)C2)Nc1ncc(Cl)cc1Cl	-10.5	2.8	-11.4	-0.3	0.3	59.6	2.9	-12.7	-1.2
O=C(NCc1ccco1)[C@@H]1CSC2c3ccccc3C(=O)N21 (stereo not given in full)	-17.7	2.3	-10.5	-1.4	-17.4	31.7	1.0	-2.6	-2.8
CCOC(=O)C1CCN(C(=O)CCS(=O)(=O)c2ccc3c(c2)CCN3C(C)=O)CC1	-22.2	-1.8	2.8	-4.5	-10.6	12.2	2.1	-3.7	-3.9

Single records (already shown). Values in the order: NPY-Y1 PAM-ag	S1P4 ag	p47phox inh	Ba/F3 V617F tox	NPY2 pot ag	CHOP inhibitor	BaF3 parental	S1P4 antag	NPY-Y1 antag
Entry for CCOc1cc(CNCc2cccs2)ccc1OCC(=O)NC(C)(C)C = -6.6	2.4	-0.1	-3.8	-9.7	18.0	2.1	-13.3	8.1
Entry for CC1CCN(S(=O)(=O)N2CCC(C(=O)NC3CCCC3)CC2)CC1 = 13.0	3.0	-1.6	-1.4	2.4	17.3	1.8	-20.0	2.0

(list continues)
SMILES	NPY-Y1 PAM-ag	S1P4 ag	p47phox inh	Ba/F3 V617F tox	NPY2 pot ag	CHOP inhibitor	BaF3 parental	S1P4 antag	NPY-Y1 antag
CCOC(=O)N1CCN(C(=O)COc2ccc3c(c2)C(=O)CC(C)(C)O3)CC1	16.8	0.5	6.6	2.7	5.6	10.6	8.2	-9.2	3.9
Cc1ccc(/C(O)=C2\C(=O)C(=O)N(CC(C)O)C2c2cccc(F)c2)cc1 (stereo not given)	-12.1	-1.9	0.4	1.4	-7.0	-2.3	1.1	-8.4	6.5
Fc1ccc(NCc2nnc(SCc3nnc(-c4ccccc4)o3)n2CC2CCCO2)cc1 (stereo not given)	-8.4	0.2	-8.5	0.7	-15.9	15.2	1.6	-11.1	1.8
CCOc1ncccc1C(=O)N1CCN(S(=O)(=O)c2ccccc2)CC1	9.1	-1.0	-6.8	8.4	-13.6	9.0	10.8	23.6	1.1
CC(NC(=O)NC12CC3CC(CC(C3)C1)C2)C1CCCO1 (stereo not given)	4.1	-1.2	-1.7	-2.0	12.0	6.8	3.6	-4.0	1.2
COc1ccc(CCNC(=O)Cn2cc(C(F)(F)F)cc(Cl)c2=O)cc1	2.5	1.8	-3.2	2.2	2.3	1.9	3.9	-8.6	1.2
C/C(=N\NC(=O)CC#N)c1cc2ccc(O)cc2oc1=O	6.8	56.8*	-27.1	3.6	7.2	6.7	0.0	-54.4	-1.4
O/N=C(/CCc1ccccc1)C1(O)CCCCC1	-19.3	1.4	-2.2	2.5	0.7	11.6	1.2	-9.2	-0.5
COc1ccc(/C(O)=C2/C(=O)C(=O)N(CCN(C)C)C2c2cccnc2)cc1OC (stereo not given)	13.4	1.7	-6.7	-2.5	0.5	-34.6	3.1	-26.1	-3.4
CCc1cc2c(C)ccc(C)c2nc1SCC(=O)Nc1c[nH]c(=O)[nH]c1=O	9.2	1.2	-5.1	-1.1	2.0	100.6*	5.7	-18.9	2.6
CC(=O)Nc1ccccc1O	-0.3	1.1	-2.2	0.7	4.9	-8.6	3.0	-9.8	2.5
Cc1nn(-c2ccccc2)c(Cl)c1/C=N/NC(=O)c1ccco1	5.7	-0.7	-12.2	1.1	-14.1	-18.5	5.3	-0.2	1.2
CCOC(=O)CSc1nnc(-c2cccc(Br)c2)o1	-27.9	-0.2	4.5	0.8	-22.3	10.8	3.0	-13.8	6.0
COC(=O)CN1CCN(C(c2ccccc2)c2ccccc2)CC1	-16.2	0.3	-17.4	0.6	-4.6	-0.5	4.5	-3.3	-1.2
COc1ccc(C(=O)n2nc(-c3ccc(OC)cc3)nc2N)cc1	0.3	1.1	7.0	1.9	-1.5	23.2	3.6	-34.6	1.4
C=C(C)COc1ccc(-c2n[nH]c(C)c2-c2ccc(Br)cc2)c(O)c1	23.2	-0.1	-6.4	-2.5	11.2	·	1.5	-11.2	-5.1
CCOc1cc(C)c(Cl)cc1S(=O)(=O)NCc1ccco1	-9.8	0.0	1.8	2.9	-3.2	41.3	5.5	-7.0	6.1
CC(C)CC(NS(=O)(=O)c1ccc2c(c1)oc(=O)n2C)C(=O)NCc1cccnc1 (stereo not given)	-9.2	-0.8	6.2	0.4	1.4	-0.2	11.0	-2.5	2.1
Cc1ccc(NC(=O)C(C)c2ccc(-c3ccccc3)c(F)c2)c(C)c1 (stereo not given)	-14.6	-1.2	-14.2	1.5	-4.8	10.9	3.1	-0.9	3.4
CCCCC(=O)Nc1ccc(C(=O)NNC(=O)CCCOc2ccc(Cl)cc2Cl)cc1	-11.6	-0.9	0.7	0.6	-6.6	-6.5	3.6	-14.9	0.6
CCOC(=O)CSc1nc(N)nc(C)c1Cl	12.9	0.9	-7.8	-1.1	0.0	8.2	5.2	-4.0	6.4
Cc1cc(C(=O)CSc2ccc3c(c2)OCCO3)c(C)n1C1CC1	-13.6	1.3	-9.7	4.3	-7.9	13.1	8.0	-10.4	2.0
COc1ccc(CCn2cnc(=O)c(C#N)c2C)cc1OC	-1.2	3.4	-2.2	-2.7	-1.4	18.9	10.6	-9.0	4.5
CC(C)(C)C(C(=O)O)N1CCS(=O)(=O)CC1 (stereo not given)	1.2	1.7	0.3	-1.0	1.3	1.9	3.1	-22.6	5.3
Cc1nc(C(F)(F)F)c(C(=O)N=CN(C)C)s1	-3.3	0.3	-13.4	-2.3	1.1	4.9	-0.9	-1.9	-1.0
Cc1ccc(S(=O)(=O)CCC(=O)OC(C)C(=O)c2c(C)[nH]c3ccccc23)cc1 (stereo not given)	6.5	0.0	5.8	2.0	0.7	26.2	6.6	-6.1	-6.5
O=S(=O)(c1ccccc1)N(Cc1nc(-c2ccccc2)no1)C1CCCCC1	-24.0	1.8	-3.5	-3.3	-21.4	2.6	1.3	-19.9	4.8
CSc1ccccc1-n1nnnc1SCC(=O)Nc1ccccc1C	-8.8	-1.1	-1.4	-1.8	2.5	19.0	1.4	0.6	2.9
O=C(N/N=C/c1cccc(OC(=O)N2CCOCC2)c1)c1cccs1	1.4	-2.2	-7.8	5.3	-9.0	8.2	7.7	-10.6	-5.8
Fc1ccc(/C=C\c2nccc3c2[nH]c2ccccc23)cc1	7.1	6.3	-34.5	-0.1	6.7	90.3*	1.5	-27.9	3.9
COc1ccccc1OCC(O)Cn1c(=N)n(CCN2CCCCC2)c2ccccc21 (stereo not given)	-52.7	-2.1	2.2	15.3	-7.2	-4.0	18.6	7.8	17.0
CC(=O)C1=C(C)NC(C)=C(C(C)=O)C1c1ccccc1	15.1	1.1	-1.2	-1.9	-3.7	35.0	4.5	-14.3	2.7
CCNS(=O)(=O)c1ccc(CCC(=O)NCc2ccc(C)cc2)cc1	-3.7	0.2	0.5	-1.8	-3.9	-6.6	1.8	-1.8	-3.8
Cn1c(SCC(=O)NCCN2C(=O)CSC2=O)nc2ccccc2c1=O	14.1	-0.4	-10.0	-4.0	12.5	16.8	2.2	-7.9	-2.1
COc1ccc(Cc2nc3ccccc3n2CC(=O)N/N=C/c2ccc(O)cc2)cc1OC	7.5	-0.4	6.7	3.3	10.0	13.7	8.4	-5.0	-0.1
O=C(NC1CCCC1)c1c[nH]c2ccc(F)cc2c1=O	3.5	-0.5	6.9	-0.7	4.1	-15.3	5.4	-10.3	-1.0
Cn1nnc(NC(=S)NC(=O)c2cccs2)n1	-7.8	0.8	-20.3	2.0	11.9	17.0	4.1	-19.5	5.7
Cc1c(N)cc(C(=O)N2CCOCC2)cc1[N+](=O)[O-]	8.4	0.0	-7.5	0.5	12.3	11.8	6.5	1.7	6.7
CCOC(=O)Cc1csc(NS(=O)(=O)c2ccc(Br)cc2)n1	-29.4	0.4	-0.6	-1.7	-16.3	10.1	0.2	6.2	2.2
Cc1ccc(-n2cc(-c3ccccc3)[nH]c2=O)cc1F	6.8	-1.3	-29.6	-4.7	-1.9	-29.4	1.3	7.8	3.5

Random excerpt: 2 compounds from above.
SMILES	NPY-Y1 PAM-ag	S1P4 ag	p47phox inh	Ba/F3 V617F tox	NPY2 pot ag	CHOP inhibitor	BaF3 parental	S1P4 antag	NPY-Y1 antag
CC(C)(C)C(C(=O)O)N1CCS(=O)(=O)CC1 (stereo not given)	1.2	1.7	0.3	-1.0	1.3	1.9	3.1	-22.6	5.3
Cn1nnc(NC(=S)NC(=O)c2cccs2)n1	-7.8	0.8	-20.3	2.0	11.9	17.0	4.1	-19.5	5.7
